Fam108B inh – blocks mouse Fam108B hydrolase in RBBP9 counter-screen | AID 1947 | inhibition, % at 9.51 µM | recombinant Fam108B, FP-Rh probe fluorescence polarization | hit rate 0.33% among 300,000;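 active = inhibition above the screen mean inhibition plus 3 SD, computed separately per campaign, cut at about 18% in these data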;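 also: inhibitors lower polarization as less probe binds the enzyme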
CIT2 TOR yeast – modulators of TOR pathway CIT2-GFP in S. cerevisiae; S. cerevisiae CIT2-GFP strain, flow cytometry, 3 h; 100 means same as DMSO wells; GFP response vs DMSO, % at 10 µM; hit rate 0.065% among 320,000;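 active = GFP response relative to DMSO above a set limit, near the screen mean plus 3 SD, cut at about 150% in these data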;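 also: ratio of well median GFP fluorescence to mean of DMSO wells on the plate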
MEX-5 binding – C. elegans MEX-5 TCR-2 RNA binding activity; MEX-5/FITC-TCR2 RNA binding, fluorescence polarization; active compounds read low; activity score (negative = inhibition of binding), % at 10 µM; hit rate 0.38% among 300,000; AID 1832;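 active = inhibition past about -25% in most replicates, and total fluorescence under double the plate's negative control median, limit read from the data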;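 also: 0% = DMSO and -100% = 5 µM competing unlabeled TCR2 RNA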
BCLXL inh – Bcl-xL (human) inhibition. hit rate 0.7% among 320,000. inhibition, % at 10.9 µM. AID 2129. GST-Bcl-xL / FITC-Bim BH3 peptide fluorescence polarization;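 active = inhibition above the mean of all tested compounds plus 3 SD, cutoff set per campaign, cut at about 30% in these data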;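 also: 0% = DMSO wells and 100% = unlabeled Bim-BH3 peptide competitor; inhibitors lower millipolarization by displacing the labeled peptide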
Target sequence (Q07817 whole entry, looked up): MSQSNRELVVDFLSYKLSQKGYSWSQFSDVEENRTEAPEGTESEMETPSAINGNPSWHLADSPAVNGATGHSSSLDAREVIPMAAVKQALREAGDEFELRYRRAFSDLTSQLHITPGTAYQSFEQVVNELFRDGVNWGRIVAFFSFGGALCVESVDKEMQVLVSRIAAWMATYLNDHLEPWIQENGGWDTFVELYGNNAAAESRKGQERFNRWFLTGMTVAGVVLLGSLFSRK
MCL1 BIM primary – inhibitors of human MCL1 binding to BIM-BH3 peptide; Q07820; GST-MCL1 / FITC-Bim-BH3 fluorescence polarization; inhibition, % at 10.9 µM; hit rate 0.68% among 320,000;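 active = inhibition above the mean inhibition of all tested compounds plus 3 SD, set per campaign, cut at about 40% in these data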;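 also: 0% = DMSO wells and 100% = unlabeled Bim-BH3 peptide control; higher means more loss of mP so more displacement of Bim peptide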
GLD-1 TGE inh – GLD-1-TGE RNA interaction inhibition (C. elegans) | Q17339 | purified GLD-1 + fluorescein TGE RNA, fluorescence polarization | inhibition, % at 5.96 µM | hit rate 0.44% among 320,000 | AID 2280;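 active = percent inhibition above a per-plate cutoff, the plate mean of test compounds plus 3 SD, cut at about 30% in these data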;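 also: 0% = DMSO wells with GLD-1 and probe and 100% = wells lacking GLD-1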
VLA-4 inh – inhibition in a human VLA-4 binding assay; P13612; VLA-4 expressing cells, ligand binding flow cytometry; inhibition, % (about 7 µM as worked out from the volumes in the protocol); hit rate 0.2% among 330,000; in the data active = inhibition above about 50%
AGP1-GFP MLPCN – modulators of TOR pathway AGP1-GFP in S. cerevisiae | S. cerevisiae AGP1-GFP multiplex flow cytometry, 3 h; GFP as percent of DMSO wells | GFP response vs DMSO, % at 10 µM | hit rate 0.02% among 320,000 | AID 2066;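 active = GFP response relative to DMSO above a set limit, near screen average plus 3 SD, cut at about 150% in these data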;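 also: median GFP channel fluorescence of the gated AGP1 strain per well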
GRK2 aptamer HTS – blocks RNA aptamer binding to human GRK2. bead flow cytometry, FAM-aptamer displacement from GRK2. inhibition of aptamer binding, % at 10 µM. hit rate 0.59% among 330,000. AID 488847;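 active = inhibition of aptamer binding above 40%, roughly 3 SD of noise, on plates passing a quality check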;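 also: median bead fluorescence of bound FAM aptamer so fluorescent compounds give negative values; no value below 0 was filed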
Target sequence (P25098 whole entry, looked up): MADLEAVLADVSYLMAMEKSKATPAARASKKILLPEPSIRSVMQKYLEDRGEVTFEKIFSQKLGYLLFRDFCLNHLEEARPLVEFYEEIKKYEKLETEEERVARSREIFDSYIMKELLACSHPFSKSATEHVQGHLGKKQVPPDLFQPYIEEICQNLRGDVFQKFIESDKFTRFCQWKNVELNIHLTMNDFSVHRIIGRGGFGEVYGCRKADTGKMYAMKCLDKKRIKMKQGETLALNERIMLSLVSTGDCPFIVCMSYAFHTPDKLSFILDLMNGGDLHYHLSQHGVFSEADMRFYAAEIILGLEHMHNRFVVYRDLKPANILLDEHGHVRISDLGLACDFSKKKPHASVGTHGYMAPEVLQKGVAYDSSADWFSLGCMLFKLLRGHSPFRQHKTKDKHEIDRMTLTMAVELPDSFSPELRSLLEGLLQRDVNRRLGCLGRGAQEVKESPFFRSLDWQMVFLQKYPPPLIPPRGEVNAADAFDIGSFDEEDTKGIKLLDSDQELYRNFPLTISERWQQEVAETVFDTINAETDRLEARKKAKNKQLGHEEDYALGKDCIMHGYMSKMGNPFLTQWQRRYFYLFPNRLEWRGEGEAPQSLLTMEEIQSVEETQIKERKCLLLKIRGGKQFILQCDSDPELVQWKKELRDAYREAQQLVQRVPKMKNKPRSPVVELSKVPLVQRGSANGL
* hit, by the source's call; nt = no result given.

mol	Fam108B inh	AGP1-GFP MLPCN	VLA-4 inh	MEX-5 binding	GLD-1 TGE inh	CIT2 TOR yeast	MCL1 BIM primary	BCLXL inh	GRK2 aptamer HTS
CC(C)(C)C(=O)Cn1c[n+](N)cn1	2	99	2	2.4	6	108	8	3	0
CCOC(=O)c1sc(/N=C/c2ccc(O)cc2O)cc1C	2	101	-61	-3.0	4	105	3	4	4
CCc1ccc(C(CC(=O)c2ccc(Cl)cc2)C(=O)O)cc1 (centres undefined)	-8	91	-11	nt	2	94	7	8	7
Cc1ccc(OCC(=O)N2c3ccccc3NC(=O)C2(C)C)c([N+](=O)[O-])n1	-2	102	1	-0.5	4	82	-2	-2	8
Cc1cccc(C(=O)NCC2CCCO2)c1 (centres undefined)	1	102	6	-0.7	6	92	1	3	0
COc1ccc(C(=O)Nc2nc(-c3ccc([N+](=O)[O-])cc3)c(-c3ccc(OC)cc3)s2)cc1	-4	103	-16	-0.9	-1	108	-3	-1	2
CN(C)c1cccc(C(=O)NNC(=O)CN2C(=O)C3CC=CCC3C2=O)c1 (centres undefined)	nt	109	-2	nt	3	123	nt	nt	0
COc1cc(C=NNC(=O)c2cccnc2)ccc1OC(=O)c1ccccc1F	nt	106	23	nt	5	112	nt	nt	0
CSc1nc(-c2ccccc2)nc2c1COC(C)(C)C2	0	107	6	-2.2	-2	106	9	3	3
Cc1ccc(C)c(N2CN(Cc3cccnc3)CNC2=S)c1	0	99	-14	-5.2	-5	102	4	-3	0
CCCCCCOc1ccc(C(=O)O)cc1C#N	-2	80	0	1.2	40*	84	9	3	4
COC(=O)C1CCCCN1C(=O)CCc1nnc(CCc2c[nH]c3ccccc23)o1 (centres undefined)	4	96	13	-0.2	-2	99	4	2	0
O=C(Nc1nnc(-c2ccc3c(c2)CCCC3)o1)c1ccccc1Cl	0	102	-16	6.4	4	95	-2	0	2
CCc1nc2ccccc2n1CC1CC1(Cl)Cl (centres undefined)	3	110	4	-1.9	2	105	-1	5	2
CCOC(=O)C1CCN(C(=O)c2ccc(NS(=O)(=O)c3ccc(F)cc3C)cc2)CC1	-4	94	6	0.0	-1	94	-5	3	0
CCn1cc(S(=O)(=O)CC(=O)Nc2ccc(OC)cc2)c2ccccc21	-1	102	5	-0.9	4	100	-1	1	1
C=CC[C@@H](CC(=O)NCCO)C(=O)NC[C@H](OC(=O)[C@@H](CC=C)Cc1ccc(F)cc1)c1ccccc1	nt	97	-7	nt	2	91	nt	nt	0
C=CCN1C(=O)C2C(C(=O)NCc3ccccc3)C3C=CC2(O3)C1C(=O)NC(C)(C)C (centres undefined)	3	109	8	0.0	1	111	5	9	0
CCOC(=O)c1nnsc1NC(=O)Nc1ccc(OC)cc1	-2	103	-1	0.2	-1	94	9	6	0
COc1cccc(/C=N/NC(=S)NC2CC3CC2C2C=CCC32)c1O (centres undefined)	-7	107	15	1.2	2	98	7	0	1
CC(=O)N1c2ccccc2Sc2ccccc21	nt	101	0	-0.3	nt	102	nt	nt	0
O=C(CN1CCCC1)Nc1ccc(Cl)cc1C(F)(F)F	-3	93	2	-0.2	-2	89	-2	3	0
CS(=O)(=O)N1CCCC(C(=O)NCc2ccccc2Cl)C1 (centres undefined)	-1	106	-5	-2.1	-4	101	0	1	1
COC(=O)c1ccccc1NC(=O)c1ccc(COc2ccccc2)o1	-5	93	3	nt	8	96	2	3	0
CCC(=O)Nc1nc(NCc2ccccc2OC)n(-c2ccccc2)n1	6	103	9	-2.3	-5	106	4	3	0
CCOC(=O)C1CCCCN1C(=O)CCc1c(C)nc2ncnn2c1C (centres undefined)	2	94	0	1.5	6	90	4	2	4
O=C(c1cccs1)N1CCCC(c2nc(-c3ccc(F)cc3)no2)C1 (centres undefined)	-8	95	-24	1.6	1	100	1	0	0
O=C(Nc1c2c(nn1-c1ccc(F)cc1)CS(=O)(=O)C2)c1ccc2c(c1)OCO2	4	104	-6	-1.8	9	108	5	1	9
OC(CN1C2=NCCN2c2ccccc21)c1ccc(Br)cc1 (centres undefined)	2	102	9	-3.1	-3	102	2	4	0
Cc1c(N=C2SCC(=O)N2/N=C/c2ccccc2)c(=O)n(-c2ccccc2)n1C	-1	96	6	2.0	4	90	-9	-4	0
CC(C)(C)NC(=O)CCN(/N=C/c1ccc([N+](=O)[O-])o1)C1=NS(=O)(=O)c2ccccc21	5	96	-46	nt	-2	87	-5	7	4
CC(C)C(C)(C#N)NC(=O)CSc1nnc(-c2ccccc2)o1 (centres undefined)	-7	106	4	0.2	5	102	0	2	1
O=c1[nH]c2cc3c(cc2cc1CN(CCO)S(=O)(=O)c1ccccc1)OCCO3	3	93	-19	1.6	7	93	-1	8	8
c1cncc(-c2nc(N3CCOCC3)c3ccccc3n2)c1	0	34	2	-2.0	9	95	2	-3	0
CC(Cc1ccccc1)C(=O)N(C)Cc1cccnc1 (centres undefined)	-7	88	5	-2.7	-4	92	-1	-2	0
O=C(CCNC(=O)c1ccc([N+](=O)[O-])cc1)NCCc1ccc(Cl)cc1	5	92	-12	-0.7	0	101	-10	-9	2
COc1cc(NC(=O)CSc2nc3cc(C)ccc3cc2C)c(C(=O)O)cc1OC	-1	90	18	2.5	4	102	11	1	0
Cc1nc(SCc2ccccc2)[nH]c(=O)c1CC(=O)OCC(C)C	-1	87	8	2.5	3	92	2	4	1
Cc1ccc(NC(=O)CNc2cccc(S(=O)(=O)N3CCOCC3)c2)cc1F	0	103	3	-4.3	6	102	-8	-2	1
CC(C)(C)NC(=O)CN(C(=O)CNC(=O)c1cccs1)c1ccc2c(c1)OCCO2	0	103	14	-0.4	5	99	-8	-4	0
CN(C)c1nn(C(=O)Nc2ccc(Cl)cc2Cl)cc1-c1ccccc1	1	102	33	-0.8	-3	104	1	3	0
Cc1cc(C)nc(SCC(=O)NN=Cc2ccc(C)o2)n1	nt	100	14	nt	2	98	nt	nt	2
Cc1cc(Oc2ccc(=O)n(C)n2)nc(Oc2ccc(=O)n(C)n2)n1	1	103	-7	-1.9	2	101	8	7	0
CSc1nc(-c2ccccc2)nc(C(C)C)n1	nt	101	-11	nt	2	103	8	5	1
CCn1c(SCC(=O)N2CCc3ccccc32)nnc1-c1ccncc1	5	99	-6	0.0	4	92	-18	-18	0
Cc1ccccc1OCCC(=O)Nc1c(C)n(C)n(-c2ccccc2)c1=O	0	108	-3	2.0	0	104	-4	-3	5
CC(C)c1nnc(SCC(=O)N2CCc3ccccc32)n1C	0	nt	28	nt	1	126	8	8	2
O=C(Cn1cc(/C=N/NC(=O)c2cccc3ccccc23)c2ccccc21)Nc1ccc(F)cc1	-21	113	0	3.5	-1	111	7	7	1
COc1cccc(CC2(CO)CCN(Cc3ccc(NC(C)=O)cc3)CC2)c1	-3	96	14	-1.2	1	90	-8	-2	24
COc1ccc(/C=C2\CN(Cc3ccccc3)C/C(=C\c3ccc(OC)cc3OC)C2=O)c(OC)c1	-5	99	-20	0.9	-3	93	-9	-5	0
CN1CCN(S(=O)(=O)c2ccc(C#N)cc2)C(c2ccccc2)C1 (centres undefined)	nt	100	4	nt	3	95	-8	-5	0
Cc1ccc(CS(=O)Cc2ccc(C(=O)NCc3cccs3)o2)cc1 (centres undefined)	-4	96	4	-2.1	-1	95	8	6	3
Cc1nn2c(-c3ccc(Cl)cc3Cl)nnc2s1	2	104	23	-0.6	1	97	4	2	2
COC(=O)C1=COC(C)C2CN3CCc4c([nH]c5ccccc45)C3CC12 (centres undefined)	-2	96	-36	-18	48*	94	91*	89*	2
O=C(CNC(=O)c1ccc(Cl)cc1)NC(CO)c1ccccc1 (centres undefined)	-5	105	6	-0.6	2	100	4	4	0
NCCNC(=O)Cn1c(=O)c2c3c(sc2n(Cc2ccccc2)c1=O)CCCC3	-1	102	-6	1.5	-3	95	4	-2	0
CCCCCN1C=CC=C/C1=C\C=C(C#N)C#N	-1	95	-4	-37*	-44	90	-29	-22	17
CN(C)C1=NCCN1CC1CCCCC1	3	95	28	nt	-4	98	-11	-1	0
C/C(=N\OCC(=O)OCC(=O)Nc1cc(S(C)(=O)=O)ccc1Cl)c1ccc2c(c1)OCO2	nt	96	4	nt	1	86	1	2	1
CCCCC(=O)N(Cc1ccc(-c2ccccc2-c2nn[nH]n2)cc1)[C@H](C(=O)O)C(C)C	2	88	11	0.3	5	96	-1	3	2

The results go on.
mol	Fam108B inh	AGP1-GFP MLPCN	VLA-4 inh	MEX-5 binding	GLD-1 TGE inh	CIT2 TOR yeast	MCL1 BIM primary	BCLXL inh	GRK2 aptamer HTS
O=S(=O)(Nc1ccc(C(F)(F)F)cn1)c1ccccc1	-1	112	9	-2.5	9	99	-1	2	0
c1ccc(CSCc2cn3ccccc3n2)cc1	0	95	7	0.0	-5	99	1	4	2
Cc1ccc(S(=O)(=O)N2CCOCC2)cc1NC(=O)COC(=O)CNC(=O)c1ccc(Oc2ccccc2)cc1	-3	121	-2	0.8	-3	84	1	3	5
COc1cccc(NC(=O)Cc2cccs2)c1	-2	100	12	-0.2	-5	106	-6	-1	2
O=C(Nc1cccc(NC(=O)C2CC3CCCC(C2)C3=O)n1)C1CC2CCCC(C1)C2=O (centres undefined)	1	106	13	-0.2	-3	102	-1	8	8
O=C(CNC(=O)c1cccc(F)c1)N/N=C/c1cccnc1	-4	94	21	0.7	4	96	13	7	3
CSCCC(C(=O)O)N1C(=O)c2ccc(C(=O)O)cc2C1=O (centres undefined)	-2	89	2	-1.0	-3	101	8	5	0
O=C1Nc2ccccc2C1=Nc1ccc(Cl)cc1	nt	89	-8	-2.8	nt	103	nt	nt	0
COc1cc(NC(=O)C/C(C)=N/NC(=O)Cc2ccccc2)c(OC)cc1Cl	2	98	0	-1.0	8	96	11	2	10
COc1ccc(C2(C)NC(=O)N(Cc3cc(Cl)cc4c3OCOC4)C2=O)cc1OC (centres undefined)	-2	101	29	-0.7	1	91	-13	-4	2
COc1ccc(CNC(=O)[C@@H](C)NC(=O)[C@@H]2Cc3ccccc3CN2)cc1	1	107	-14	-0.5	4	108	-3	1	0
COC(=O)c1ccc(OC)c(NS(=O)(=O)c2ccc(-n3cnnn3)cc2)c1	-5	90	6	3.8	-2	90	2	3	1
O=C1CC(C(=O)N2CCc3ccccc32)CN1c1ccc(F)cc1 (centres undefined)	2	96	-11	2.3	-6	92	1	1	1
Nc1nnc(CCCCCc2nnc(N)s2)s1	-1	99	-10	-2.1	-2	80	1	-1	0
COC(=O)c1ccc(C2C(C(=O)c3cc4ccccc4o3)=C(O)C(=O)N2c2cc(C)on2)cc1 (centres undefined)	-1	97	0	0.1	-21	94	-78	-50	5
Cn1cccc1CC(=O)N/N=C/C=C/c1ccccc1	3	101	9	1.5	3	99	-1	5	3
Cc1cccc(C)c1NC(=O)CN(C)C(=O)c1cc([N+](=O)[O-])ccc1N1CCOCC1	-2	94	13	-1.5	1	84	-19	-6	1
COc1ccc(CN(C)C(=O)COC(=O)c2cc([N+](=O)[O-])ccc2N2CCCC2)c(OC)c1OC	nt	95	6	nt	1	98	nt	nt	1
